IDE act = human IDE activators in live cells, primary screen, fluorescence polarization, HEK cells, FAbeta-B substrate. activation, % at 5.96 µM. hit rate 0.073% among 340,000. FAbeta-B cleavage; 0% vehicle, 100% cell-free pure enzyme wells;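 active = activation above the mean of all tested compounds plus 3 SD, set per screening campaign, cut at about 17% in these data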
p-CIP stab down = p/CIP-EGFP fusion destabilizers, primary screen, fluorescence, F442A cells; hit rate 0.01% among 290,000; AID 1984, 2009; 16 h; Q05BA5; decrease of EGFP signal, % at 10 µM;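 active = EGFP signal decrease of at least 30% at 10 µM or well 3 SD below plate mean, unless failing retest; inactive = the rest, including hits failing retest or dose response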; also: some compounds called inactive have numbers as strong as hits; many of its hits are not listed in these tables
Target sequence (Q05BA5 1-1403): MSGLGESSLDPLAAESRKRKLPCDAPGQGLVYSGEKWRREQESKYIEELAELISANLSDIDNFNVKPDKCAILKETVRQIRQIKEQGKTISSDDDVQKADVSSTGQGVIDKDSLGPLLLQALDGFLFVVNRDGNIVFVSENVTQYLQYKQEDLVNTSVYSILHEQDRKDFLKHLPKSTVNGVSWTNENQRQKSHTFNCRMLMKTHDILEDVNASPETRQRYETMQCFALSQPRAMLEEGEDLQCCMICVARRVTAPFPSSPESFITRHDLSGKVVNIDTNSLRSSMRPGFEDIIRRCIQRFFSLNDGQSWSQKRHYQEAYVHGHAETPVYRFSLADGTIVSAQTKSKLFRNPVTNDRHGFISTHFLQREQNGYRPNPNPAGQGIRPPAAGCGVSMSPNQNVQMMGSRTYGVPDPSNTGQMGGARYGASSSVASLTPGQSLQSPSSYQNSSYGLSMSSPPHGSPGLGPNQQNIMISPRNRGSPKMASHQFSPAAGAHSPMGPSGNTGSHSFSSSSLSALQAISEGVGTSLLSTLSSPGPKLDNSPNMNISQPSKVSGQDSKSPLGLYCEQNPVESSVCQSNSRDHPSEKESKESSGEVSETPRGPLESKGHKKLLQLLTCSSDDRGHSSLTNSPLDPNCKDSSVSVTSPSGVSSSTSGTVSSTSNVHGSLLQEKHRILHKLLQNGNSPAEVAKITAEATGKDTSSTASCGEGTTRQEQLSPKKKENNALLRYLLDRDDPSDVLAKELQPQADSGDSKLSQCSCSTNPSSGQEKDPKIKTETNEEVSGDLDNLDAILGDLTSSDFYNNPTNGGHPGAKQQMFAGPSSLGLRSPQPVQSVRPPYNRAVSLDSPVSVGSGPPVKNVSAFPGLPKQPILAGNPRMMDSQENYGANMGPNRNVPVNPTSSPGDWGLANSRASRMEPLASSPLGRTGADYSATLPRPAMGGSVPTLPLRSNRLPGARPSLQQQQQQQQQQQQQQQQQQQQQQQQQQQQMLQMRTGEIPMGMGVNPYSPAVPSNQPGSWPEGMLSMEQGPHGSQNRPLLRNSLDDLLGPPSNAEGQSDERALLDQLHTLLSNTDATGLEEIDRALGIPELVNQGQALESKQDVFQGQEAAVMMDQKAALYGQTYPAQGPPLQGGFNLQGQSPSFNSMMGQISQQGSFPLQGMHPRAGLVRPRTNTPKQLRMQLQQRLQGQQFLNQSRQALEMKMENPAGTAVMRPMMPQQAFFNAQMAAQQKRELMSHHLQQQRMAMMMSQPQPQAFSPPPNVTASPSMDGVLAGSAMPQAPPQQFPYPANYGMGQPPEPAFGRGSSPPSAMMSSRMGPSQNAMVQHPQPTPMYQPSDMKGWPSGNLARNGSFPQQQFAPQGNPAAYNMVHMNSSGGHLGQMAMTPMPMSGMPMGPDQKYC
MEKK3 PB1 HTS = modulators of MEKK3-MEK5 PB1 binding, primary screen, biochemical, wildtype MEKK3, multiplex bead flow cytometry, Alexa488-MEK5 | Mitogen-activated protein kinase kinase kinase 3 (Homo sapiens), Q99759 | bead-based flow cytometry, Alexa488-MEK5 binding to MEKK3; actives lie on both sides; 0 = blocked by unlabeled MEK5, 100 = vehicle | binding response (% of control), % at 10 µM | hit rate 1.4% among 290,000;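 active = binding response more than 3 SD above or below the average of its plate-row segment, actives on both sides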;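 also: Alexa488 bead fluorescence after subtracting the streptavidin-only scavenger bead signal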
NALP1 yeast inh = NALP1 inflammasome inhibitors in reconstituted yeast, colorimetric, S. cerevisiae, triplicate retest; inhibition, % at 10 µM; S. cerevisiae NALP1/ASC/caspase-1 growth, X-gal OD620, 72 h; hit rate 0.61% among 280,000; in the data active = inhibition mostly above about 24%, no sharp cut-off; inactive = mostly below about 32%; also: some compounds called inactive have numbers as strong as hits
UBC9 SUMO inh = inhibitors of in vitro SUMOylation cascade, primary screen, biochemical, HTRF, uHTS; SUMO-conjugating enzyme UBC9 (Homo sapiens), P63279; HTRF SUMOylation assay, SAE1/SAE2 + UBC9; inhibition, % at 35 µM; hit rate 0.36% among 290,000; AID 2006, 2009; in the data active = inhibition above about 50%, passing the limit was not always enough; also: strong numbers were not always called active
M18AAP inhibitor = PfM18AAP inhibitors, malaria aminopeptidase, primary screen, biochemical, QFRET, recombinant enzyme; H-Glu-NHMec fluorogenic cleavage; M18 aspartyl aminopeptidase (Plasmodium falciparum 3D7); inhibition, % at 7.35 µM; AID 1822, 2009; hit rate 1.2% among 290,000;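 active = inhibition above the campaign mean inhibition over all tested compounds plus 3 SD, cut at about 28% in these data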;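 also: 0% = plate median of test compound wells and 100% = 2 mM ZnCl2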
IDE inh = human IDE inhibitors in live cells, primary screen, fluorescence polarization, HEK cells, FAbetaB substrate | Insulin-degrading enzyme (Homo sapiens), P14735 | FAbetaB cleavage | inhibition, % at 5.59 µM | hit rate 0.41% among 320,000 | AID 434962, 2010;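 active = percent inhibition above the average of all tested compounds plus 3 SD, set per screening campaign, cut at about 16% in these data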;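 also: IDE supplied by intact live HEK cells; FP after avidin binding of uncleaved biotin substrate so inhibition keeps polarization high; 0% = DMSO wells and 100% = 60 µM reference IDE inhibitor Ii1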
MEKK2 mut-MEK5 = MEK5 binding signal on mutant MEKK2 PB1, primary screen, biochemical, multiplex bead flow cytometry, Alexa488-MEK5. Alexa488-MEK5 binding to MEKK2 mutant. percent response, % at 10 µM. hit rate 0.35% among 290,000; in the data active = percent response above about 24%, passing the limit was not always enough; also: inactives centre near 1; some results filed as inactive read as strong as hits; reference of the scale not given here
MEKK2 WT-MEK5 = modulators of MEK5 binding to wildtype MEKK2, primary screen, biochemical, multiplex bead flow cytometry, Alexa488-MEK5; Mitogen-activated protein kinase kinase kinase 2 (Homo sapiens), Q9Y2U5; Alexa488-MEK5 binding to MEKK2 WT; actives lie on both sides; binding response (% of control), % at 10 µM; hit rate 1.1% among 290,000; AID 1531, 2009; in the data active = binding response below about 67% or above about 130%
Active calls of the source: *; / = not tested or not shown. The list is partial, so the mix of outcomes need not match the whole.

SMILES | IDE act | p-CIP stab down | MEKK3 PB1 HTS | NALP1 yeast inh | UBC9 SUMO inh | M18AAP inhibitor | IDE inh | MEKK2 mut-MEK5 | MEKK2 WT-MEK5
COc1ccc(C(=O)CCC(C)(C)[N+](=O)[O-])cc1 | 5 | -1 | 98 | 3 | 5 | 0 | 4 | 0 | 98
CC(CN1CCN(C/C=C/c2ccccc2)CC1)c1ccccc1 (stereo not given) | -1 | -5 | 102 | 22 | 10 | -1 | 8 | 4 | 106
COc1ccc(OC)c(-n2c(C)cc(/C=C3\C(=N)N4N=C(CC(=O)N5CCOCC5)SC4=NC3=O)c2C)c1 | 0 | -3 | 105 | 14 | 3 | 4 | 4 | 3 | 107
CC(C)CCNC(=O)C(c1ccco1)N(Cc1ccccc1)C(=O)c1snc(C(N)=O)c1N (stereo not given) | -9 | -5 | 99 | -4 | -29 | -4 | -3 | 1 | 104
COc1ccc2[nH]c(=O)c(CN(CCO)C(=O)NCc3ccccc3)cc2c1 | 3 | 5 | 106 | 9 | 11 | 0 | -3 | 7 | 106
O=C1NC(=Nc2ccc(O)cc2)S/C1=C\C=C\c1ccco1 | -1 | 1 | 102 | 0 | / | 22 | 1 | 0 | 93
Cc1ccc(-c2cc(C(=O)NCc3ccco3)c3ccccc3n2)o1 | -7 | -13 | 98 | -8 | 28 | -69 | 8 | -2 | 97
Oc1ccc2ccccc2c1C=NCc1cn2ccsc2n1 | -2 | -14 | 101 | -17 | 68 | 1 | -2 | -3 | 98
O=C(/C=C/c1ccc(OCCCF)cc1)Nc1ccnc(-c2cccnc2)n1 | 1 | -10 | 100 | -31 | 23 | -3 | 1 | -3 | 95
CCOc1cc(C(c2c(C)[nH][nH]c2=O)c2c(C)[nH][nH]c2=O)cc(Br)c1OC | 5 | -13 | 104 | 18 | -6 | 30* | -1 | 5 | 101
COc1ccc2c(OC)cc(-c3ccccc3)nc2c1 | -4 | -4 | 100 | 17 | 11 | 2 | 3 | 2 | 106
C=C1CCN([C@@H](CC(C)C)C(=O)NCc2ccc(Cl)c(Cl)c2)S(=O)(=O)c2ccccc21 | 2 | / | 104 | / | / | / | -3 | 3 | 109
COc1ccccc1CNC(=O)CCS(=O)(=O)c1cccs1 | 3 | -1 | 101 | 25 | -1 | -4 | 4 | -2 | 98
Cc1ccc(C)c(SCC(=O)Nc2cc(C)nn2-c2ccc(F)cc2)c1 | / | 2 | 100 | 25 | -12 | 3 | / | 11 | 105
CSc1ccc(/C=N/NC(=O)COc2ccc(Br)cc2Cl)cc1 | 5 | -14 | 107 | 15 | -1 | -1 | 2 | 20 | 114
Cc1cccc(-n2ncc3c2CCCC3NC(=O)CN2CCOC2=O)c1C (stereo not given) | 5 | 4 | 98 | 8 | 7 | -2 | 11 | -1 | 98
O=c1c(-c2ccccc2)c[nH]n1-c1cccc([N+](=O)[O-])c1 | 1 | -4 | 100 | 6 | -7 | 9 | 2 | 0 | 102
Cc1ncccc1C(=O)N1CCCC(C(=O)c2ccc3c4c(cccc24)CC3)C1 (stereo not given) | 0 | -17 | 113 | 10 | 16 | 7 | -1 | 1 | 107
COCCCNC(=S)N/N=C/c1ccc2c(c1)OCO2 | / | 1 | 90 | 20 | 20 | -4 | 8 | -17 | 92
CC(C)(C)c1ccc(C(=O)NNC(=O)C(=O)N2CCCCC2)cc1 | -2 | -5 | 102 | -3 | 2 | -1 | 0 | -2 | 102
Cc1ccc(-n2c(CNc3cccc(Cl)c3)n[nH]c2=S)cc1 | -4 | -4 | 121 | -20 | 8 | 16 | 5 | -1 | 110
CN(CC(=O)Nc1c(Cl)cccc1Cl)C(=O)CNC(=O)C1CCCCC1 | 4 | -23 | 101 | -5 | -1 | -3 | -4 | 3 | 102
Cc1csc(/C(=N/OC(=O)c2ccco2)C(N)=O)n1 | 1 | 12 | 100 | / | 1 | 51* | 0 | -2 | 104
NC(=O)CSc1nc(O)cc(=O)n1-c1ccccc1 | 1 | -7 | 85 | 15 | 11 | -6 | -2 | -9 | 86
COc1ccc(C2N(c3ccc(Cl)cc3)N=C(C(C)=O)N(C)N2C(C)=O)cc1 (stereo not given) | -2 | 9 | 103 | 30 | -40 | 0 | 6 | -3 | 98

Given as tab-separated lines: entries from further up
smiles	IDE act	p-CIP stab down	MEKK3 PB1 HTS	NALP1 yeast inh	UBC9 SUMO inh	M18AAP inhibitor	IDE inh	MEKK2 mut-MEK5	MEKK2 WT-MEK5
COCCCNC(=S)N/N=C/c1ccc2c(c1)OCO2	/	1	90	20	20	-4	8	-17	92
Oc1ccc2ccccc2c1C=NCc1cn2ccsc2n1	-2	-14	101	-17	68	1	-2	-3	98

No new results follow: 3 of the compounds above.
SMILES | IDE act | p-CIP stab down | MEKK3 PB1 HTS | NALP1 yeast inh | UBC9 SUMO inh | M18AAP inhibitor | IDE inh | MEKK2 mut-MEK5 | MEKK2 WT-MEK5
Cc1csc(/C(=N/OC(=O)c2ccco2)C(N)=O)n1 | 1 | 12 | 100 | / | 1 | 51* | 0 | -2 | 104
NC(=O)CSc1nc(O)cc(=O)n1-c1ccccc1 | 1 | -7 | 85 | 15 | 11 | -6 | -2 | -9 | 86
COc1ccc(C2N(c3ccc(Cl)cc3)N=C(C(C)=O)N(C)N2C(C)=O)cc1 (stereo not given) | -2 | 9 | 103 | 30 | -40 | 0 | 6 | -3 | 98

(list continues)
SMILES | IDE act | p-CIP stab down | MEKK3 PB1 HTS | NALP1 yeast inh | UBC9 SUMO inh | M18AAP inhibitor | IDE inh | MEKK2 mut-MEK5 | MEKK2 WT-MEK5
CN(C)S(=O)(=O)c1cccc(NC(=O)COC(=O)CCC(=O)c2ccc(F)cc2)c1 | 2 | -1 | 101 | 6 | 3 | 2 | -4 | 2 | 102
CC1=CN2C(=N)/C(=C/c3ccc(Sc4ccc(C)cc4)o3)C(=O)N=C2S1 | 2 | 2 | 104 | 20 | 0 | -3 | -6 | 1 | 107
CCOC(=O)c1c(S(=O)(=O)N2c3ccccc3CC2C)c(C)n(C)c1C (stereo not given) | -2 | 6 | 102 | 8 | 8 | -6 | 7 | 8 | 102
CCc1ccccc1-n1c(SCC(=O)NC)nnc1-c1cccnc1 | -17 | -14 | 99 | 25 | 25 | -8 | 6 | 0 | 97
COc1ccc(N/N=C(/C(N)=O)C2=NC(C)(C)Cc3ccccc32)cc1 | 2 | 8 | 96 | 47 | -9 | 6 | -3 | -2 | 94
COc1ccc(CCNC(=O)COC(=O)C2CC2)cc1 | 6 | -17 | 103 | -4 | -6 | 0 | 1 | -1 | 98
COc1ccc(S(=O)(=O)N2CCCC(C(=O)N3CCN(C)CC3)C2)cc1Cl (stereo not given) | 1 | -12 | 100 | 19 | 13 | -16 | -6 | -4 | 99
O=C(Nc1ccc(-c2ccccc2)cc1)c1ccco1 | -1 | 4 | 98 | -16 | 18 | -2 | 10 | -5 | 100
O=C(O)COc1ccc(NC(=O)c2ccc(NC(=O)c3ccco3)cc2)cc1 | 5 | -11 | 99 | -12 | 8 | -5 | 4 | -3 | 95
CCOc1ccccc1N1C(=O)CC(Sc2ncccc2C(=O)O)C1=O (stereo not given) | -2 | 2 | 97 | 35 | 4 | -7 | 6 | -3 | 98
COCCCNC(=O)c1ccc(CS(=O)(=O)c2ccccc2OC)o1 | 3 | 2 | 105 | 12 | -5 | -7 | 6 | 5 | 104
S=C(NCc1ccccc1Cl)NC1CCCC1 | 2 | -4 | 103 | -2 | -1 | -4 | 7 | -1 | 104
CCN(CC)C(=O)c1cccc(NC(=O)CC23CC4CC(CC(C4)C2)C3)c1 | 8 | 3 | 100 | 6 | 0 | 4 | 0 | 2 | 97
COc1ccc(NC(=O)C(=O)N/N=C/c2cccnc2)cc1 | 2 | 0 | 99 | / | 23 | -2 | 2 | -10 | 96
COC(=O)c1ccc(CN2CCC(CO)(Cc3ccccc3Cl)CC2)cc1 | 2 | 12 | 102 | -9 | -4 | -8 | 3 | -11 | 93
CCc1c(C)nc(SCc2cccnc2)[nH]c1=O | 1 | -3 | 104 | 12 | 6 | -6 | 4 | 9 | 108
CC(=C\C(=O)O)/C(=C/c1ccccc1)C(=O)O | -1 | 4 | 106 | 1 | 5 | -2 | -4 | 8 | 98
COc1ccc(/C=C(/NC(=O)/C=C/c2ccccc2)C(=O)N2CCOCC2)cc1 | 8 | 0 | 149* | 23 | 12 | 1 | 2 | 1 | 108
COc1ccc(N(Cc2cc3cccc(C)c3[nH]c2=O)S(C)(=O)=O)cc1 | 5 | -4 | 109 | 7 | 19 | -14 | 0 | 9 | 105
CCOC(=O)N1CCN(C(=O)CSc2ccc3nnc(-c4cccnc4)n3n2)CC1 | -1 | 1 | 104 | 32 | 20 | -4 | -2 | 3 | 102
COc1ccc(C(=O)c2ccccc2)cc1Br | -2 | -5 | 106 | -9 | -17 | 1 | 0 | 7 | 104
COc1cc(CNc2ccc3[nH]c(=O)[nH]c3c2)ccc1OCc1c(F)cccc1Cl | 1 | -21 | 107 | 8 | 22 | 10 | / | 10 | 104
Cc1ccc(C2=C/C(=C\c3cccnc3)C(=O)O2)cc1 | 4 | 9 | 83 | 30 | -6 | -2 | 0 | -1 | 94
CCOc1ccc2nc(COC(=O)c3ccncc3)c(C(=O)c3ccccc3)[n+]([O-])c2c1 | / | 1 | 102 | 2 | 13 | -3 | 4 | 2 | 107
CCn1c(SCC(=O)c2ccc(O)c(O)c2)nnc1-c1ccccc1OC | 3 | 0 | 84 | -12 | 12 | 42* | -3 | -16 | 89
c1ccc(SCc2nc(-c3ccncc3)n[nH]2)nc1 | 4 | 3 | 104 | -6 | 4 | -4 | 4 | 3 | 108
CCOc1cc(/C=N/NC(=O)c2cccnc2)cc(Br)c1OCC(N)=O | -1 | -9 | 106 | 14 | 21 | 3 | 0 | 5 | 108

Sorted by length of the SMILES (descending): some entries from above.
SMILES | IDE act | p-CIP stab down | MEKK3 PB1 HTS | NALP1 yeast inh | UBC9 SUMO inh | M18AAP inhibitor | IDE inh | MEKK2 mut-MEK5 | MEKK2 WT-MEK5
COc1cc(CNc2ccc3[nH]c(=O)[nH]c3c2)ccc1OCc1c(F)cccc1Cl | 1 | -21 | 107 | 8 | 22 | 10 | / | 10 | 104
CCOc1cc(/C=N/NC(=O)c2cccnc2)cc(Br)c1OCC(N)=O | -1 | -9 | 106 | 14 | 21 | 3 | 0 | 5 | 108
CCc1c(C)nc(SCc2cccnc2)[nH]c1=O | 1 | -3 | 104 | 12 | 6 | -6 | 4 | 9 | 108

High-throughput results: PubChem, several laboratories
